Screening data: PubChem, several laboratories
PolyA inh – blocks polyadenylation in yeast reporter cells | 0.02% of 300,000 active | S. cerevisiae SKY197-pL101 polyadenylation reporter, beta-gal luminescence; efflux-impaired pdr1/pdr3 knockout yeast; score 100 = 6 SD above DMSO | AID 1875 | calls only at 12 µM;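 active = lowest replicate activity score at least 50, where 100 means six control SD above control mean; inconclusive = lowest score under 50 but half or more replicates reach 50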;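 note: yeast exposed to compound for 9 h at 30 °C; higher score means more reporter readthrough which indicates perturbed polyadenylation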
HSF1 inhib – HSF1 inhibition | NIH3T3-HGL HSE-luciferase, MG132-induced, luminescence 8 h; stronger effect = lower value | activity change, negative = inhibition, % at 7.5 µM (by protocol) | 0.77% of 300,000 active | AID 2098;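 active = more than half of replicate wells show activity change below -50%, luminescence cut by over half; inconclusive = some wells, but at most half, below -50%; inactive = no replicate well below -50%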;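 note: luciferase reports HSF-1 transcriptional activity via heat shock element; 0% = median of DMSO wells and -100% = zero luminescence signal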
aSyn UTR inh – MLPCN primary screen, SNCA 5' untranslated region; alpha-synuclein 5'UTR reporter, inhibitor activity; inhibition, % (tested at 7.5 µM); 0.82% of 300,000 active; AID 1813; in the data active = inhibition above about 60%; inconclusive = no clear call, values can overlap the other calls;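 note: H4 neuroglioblastoma cells stably carrying SNCA 5'UTR luciferase fusion; 0% = DMSO wells and 100% = positive control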
HSF-1 act – increases HSF-1 driven luciferase reporter signal. NIH3T3-HGL HSF-1 luciferase reporter, MG132, 8 h; 100% = twice DMSO control signal. activation, % at 9 µM. 1.7% of 300,000 active;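 active = mean replicate activation of at least 50% with a set share of replicates each reaching 50%; inconclusive = only one of those two conditions met; inactive = mean below 50% and too few replicates reaching it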;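 note: 0% = median of the neutral control wells and 100% = twice that signal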
HSP90 refold inh – HSP90 refolding inhibition in rabbit reticulocyte lysate; luciferase refolding luminescence, 3 h; inhibition, % at 5.6 µM; 0.91% of 290,000 active; AID 1789;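 active = inhibition above the screen-wide mean plus 3 SD, computed separately per campaign, cut at about 16% in these data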;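 note: 0% = DMSO wells and 100% = 60 µM geldanamycin wells; inhibitors lower the luminescence because luciferase stays unfolded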
AI-2 QS modul – modulators of Vibrio harveyi AI-2 quorum sensing system. 0.4% of 300,000 active. AID 2094. activity change, % at 7.5 µM. Vibrio harveyi JMH597 AI-2 luminescence/OD600 ratio, 9 h; stronger effect = lower value; strain lacks LuxN and CqsS sensors; 0 = neutral-control median; in the data active = activity change below about -75%, passing the limit was not always enough; inconclusive = no clear call, values can overlap the other calls;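 note: luminescence divided by OD600 gain over 9 h not by final OD600 alone; inactives centre near 13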
IEC-6 cytotox – kills IEC-6 intestinal cells in KLF5 counter-screen | IEC-6 cytotoxicity, luminescence viability | inhibition, % at 5 µM | 0.78% of 290,000 active | AID 1825; in the data active = inhibition above about 22%;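 note: 0% = plate median of test compound wells and 100% = cytotoxic reference compound wells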
KLF5 inhibitor – suppresses KLF5 promoter-driven expression; DLD-1 KLF5 promoter-luciferase reporter, luminescence; inhibition, % at 5 µM; 0.23% of 290,000 active;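 active = inhibition above a per-plate limit of that plate's mean compound inhibition plus 3 SD, cut at about 60% in these data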;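 note: 0% = DMSO wells and 100% = LY294002 at 200 µM; higher means less KLF5 promoter-driven luciferase light; inactives centre near -14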
GSK3beta inhib – human GSK3beta kinase inhibition; P49841; AID 2097; activity score (negative = inhibition), % at 10 µM; 0.038% of 300,000 active; GST-GSK3beta kinase, ADP-Glo luminescence, 60 min; stronger effect = lower value;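 active = more than half of replicate wells score below -50%, meaning over 50% inhibition versus plate controls; inconclusive = some replicates but at most half score below -50%; inactive = no replicate scores below -50%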;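 note: 0% = median DMSO wells and -100% = median GW8510 positive control wells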
Target sequence (P49841 whole entry, looked up): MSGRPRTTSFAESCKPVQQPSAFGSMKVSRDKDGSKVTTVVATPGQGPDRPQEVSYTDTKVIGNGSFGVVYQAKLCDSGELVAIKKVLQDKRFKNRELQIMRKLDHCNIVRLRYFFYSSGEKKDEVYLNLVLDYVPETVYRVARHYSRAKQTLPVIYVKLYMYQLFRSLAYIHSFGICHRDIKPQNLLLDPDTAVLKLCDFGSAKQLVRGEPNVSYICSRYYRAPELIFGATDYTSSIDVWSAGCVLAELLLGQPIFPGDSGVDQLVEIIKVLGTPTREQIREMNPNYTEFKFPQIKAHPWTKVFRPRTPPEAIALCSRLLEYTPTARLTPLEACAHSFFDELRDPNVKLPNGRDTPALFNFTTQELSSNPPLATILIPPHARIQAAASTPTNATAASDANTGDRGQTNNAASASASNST
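Assay system: GST-fused GSK3beta enzyme, cell-free / Medium: Tris pH 7.5 buffer with MgCl2, DTT, BSA, heparin / Also added: peptide substrate plus 25 µM ATP (final) / Compound: 10 µM single point / Timing: kinase reaction with compound 60 min at room temperature / Detection: ADP-Glo luminescence / Benchmarks: DMSO neutral wells and GW8510 at 20 µM as positive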
GSK3 alpha inh – inhibitors of human GSK-3 alpha kinase. P49840. ADP-Glo luminescence, 60 min. inhibition, % at 10 µM. 0.1% of 320,000 active. AID 2650;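 in the data active = inhibition above about 50%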;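 note: GST-tagged GSK-3 alpha with peptide substrate and 25 µM ATP; 0% = DMSO neutral wells and 100% = GW8510 positive control wells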
Target sequence (P49840 whole entry, looked up): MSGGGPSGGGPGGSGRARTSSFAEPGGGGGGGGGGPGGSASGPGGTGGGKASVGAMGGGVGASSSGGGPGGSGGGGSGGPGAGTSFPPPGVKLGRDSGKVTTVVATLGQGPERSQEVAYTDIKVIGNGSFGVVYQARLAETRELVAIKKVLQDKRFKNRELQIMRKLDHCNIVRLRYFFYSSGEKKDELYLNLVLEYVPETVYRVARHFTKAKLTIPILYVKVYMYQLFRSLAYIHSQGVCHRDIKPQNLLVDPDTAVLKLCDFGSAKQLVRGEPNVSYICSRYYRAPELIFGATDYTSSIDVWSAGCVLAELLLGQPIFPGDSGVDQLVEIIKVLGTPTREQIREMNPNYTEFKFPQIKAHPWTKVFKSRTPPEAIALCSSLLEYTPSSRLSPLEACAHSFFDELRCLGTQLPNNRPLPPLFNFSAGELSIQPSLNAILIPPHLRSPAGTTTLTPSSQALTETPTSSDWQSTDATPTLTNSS
An asterisk follows results filed as active; i = inactive; ? = inconclusive; nt = not tested or not shown.

SMILES	PolyA inh	HSF1 inhib	aSyn UTR inh	HSF-1 act	HSP90 refold inh	AI-2 QS modul	IEC-6 cytotox	KLF5 inhibitor	GSK3beta inhib	GSK3 alpha inh
O=C(Nc1ccc2c(c1)OCCO2)c1cccc(S(=O)(=O)N2CCOCC2)c1	i	10.7	-87.8	19.4	-1.2	15.9	-2.1	-69.1	-0.8	0.3
CC(=O)Nc1nnc(SCc2ccccc2F)s1	i	17.6	-75.9	6.9	-1.4	13.1	-1.8	-79.2	-2.3	-4.4
Cc1cccc(OCc2nc(C)cc(=O)[nH]2)c1	i	0.5	-2.9	9.8	4.0	-7.1	-0.9	-45.9	2.7	nt
Cc1n[nH]c(C)c1S(=O)(=O)N1CCCC(C(=O)NCc2ccccc2Cl)C1 (stereo unspecified)	i	9.2	28.8	26.6	-2.5	0.8	-7.4	-16.3	2.3	0.6
CC1(C)C(=O)Nc2ccccc2N1C(=O)c1ccc([N+](=O)[O-])cc1	i	18.2	-8.2	37.5	2.2	22.7	-1.0	-6.3	1.3	1.6
C=CCNC(=O)C12CC3(C)CC(C)(CC(C)(C3)C1)C2	i	-3.6	-0.4	3.1	-0.2	15.7	-0.6	-2.6	-3.2	-0.7
COc1ccc(C(=O)Nc2ccc(O)c3ccccc23)cc1OC	i	14.3	8.6	16.1	nt	13.0	nt	nt	2.0	1.1
Cc1ccc(C(=O)CC2(O)C(=O)Nc3ccccc32)s1 (stereo unspecified)	i	-4.0	-21.6	-4.0	2.0	24.0	-2.4	-12.4	1.6	-1.2
O=C(CSc1nc2ccccc2c(=O)n1CC1CCCCC1)N1CCOCC1	i	6.5	23.7	-2.1	-0.9	10.1	6.3	-10.4	1.8	-418.7
O=C(Cn1c(NCCO)nc2ccccc21)NCC1CCCO1 (stereo unspecified)	i	6.1	-0.4	-17.4	0.1	5.7	1.8	-44.6	-0.2	-3.0
CN(C(=O)CSc1nc2ccc([N+](=O)[O-])cc2s1)C1CCS(=O)(=O)C1 (stereo unspecified)	i	-2.7	-15.0	-2.5	0.3	21.0	-5.9	-5.8	-2.5	2.8
O=C(c1ccccc1)N1CC(COc2ccccc2)OC(c2ccco2)O1 (stereo unspecified)	i	17.0	11.9	16.2	-3.0	8.9	1.3	-31.9	0.7	-3.7
COc1ccc(CNC(=S)Nc2ccc3nc(N4CCOCC4)cc(C)c3c2)cc1	i	12.5	-27.1	7.8	-0.9	13.7	3.2	-5.8	-0.4	-1.7
Cc1ccc2c(c1)/C(=N/OS(=O)(=O)c1ccccc1)CCS2	i	-5.4	11.1	-6.3	-0.1	13.7	1.9	-25.7	-0.1	-3.7
Cc1cc(C)c(N2C(=O)C3C4CC(=O)C(c5ccccc54)C3C2=O)c(C)c1 (stereo unspecified)	i	1.4	0.6	9.4	-4.0	-2.5	-2.4	-19.0	-1.8	-5.2
Cc1cc(C(=O)OCC(=O)NCCc2ccccc2)c(C)o1	i	-9.3	7.6	4.6	0.8	2.7	5.9	-4.2	-2.7	-1.3
COC(=O)c1c(C)[nH]c(C(=O)CN2CCOCC2)c1C	i	-1.6	18.0	9.0	0.8	?	4.0	-0.9	1.1	-0.8
COc1ccc(C2/C=C\CN(S(=O)(=O)c3ccc(C)cc3)CC(=O)N2Cc2ccc(F)cc2)cc1 (stereo unspecified)	i	5.6	12.4	nt	nt	12.1	nt	nt	-2.8	-2.0
Fc1ccc2c(c1)C(c1ccncc1)=NNC(c1ccc(Cl)cc1)=N2	i	14.7	3.8	18.1	1.0	1.9	5.5	-9.6	-2.3	-1.4
COc1ccc(N2C(=O)CSC2c2ccccc2F)c(OC)c1 (stereo unspecified)	i	0.8	2.8	-12.6	-1.4	14.4	-9.5	-1.7	0.4	-0.4
Cc1ccc(S(=O)(=O)N[C@H](C(=O)N2CCC(C(=O)N3CCC[C@H]3C(=O)O)CC2)C(C)C)cc1	i	-10.4	0.8	-9.9	-2.5	0.4	1.1	-2.2	4.7	nt
COc1ccc2c(c1OC)C(=O)OC2CC(=O)c1ccc2c(c1)OCO2 (stereo unspecified)	i	-17.3	7.3	-3.6	3.6	6.7	9.2	-34.4	-0.6	-4.0
Cc1c(C#N)c(=O)c(-[n+]2ccccc2)c([S-])n1-c1ccc(Cl)cc1	i	-4.1	-14.7	-6.8	12.3	-3.3	-3.6	5.7	4.6	0.5
Cc1cccn2c(=O)c3cc(C#N)c(=O)n(CCCN4CCOCC4)c3nc12	i	-9.1	-6.1	9.0	-3.3	17.8	-7.0	-10.8	-1.8	3.7
Cc1nnc(SCC(=O)NC2CCCC2)s1	i	-1.8	-11.6	-1.8	-0.4	34.9	-0.5	-17.9	0.1	-1.2

A section from the list above, as a working copy:
SMILES	PolyA inh	HSF1 inhib	aSyn UTR inh	HSF-1 act	HSP90 refold inh	AI-2 QS modul	IEC-6 cytotox	KLF5 inhibitor	GSK3beta inhib	GSK3 alpha inh
Cc1cccn2c(=O)c3cc(C#N)c(=O)n(CCCN4CCOCC4)c3nc12	i	-9.1	-6.1	9.0	-3.3	17.8	-7.0	-10.8	-1.8	3.7
Cc1nnc(SCC(=O)NC2CCCC2)s1	i	-1.8	-11.6	-1.8	-0.4	34.9	-0.5	-17.9	0.1	-1.2

Going on with the list:
SMILES	PolyA inh	HSF1 inhib	aSyn UTR inh	HSF-1 act	HSP90 refold inh	AI-2 QS modul	IEC-6 cytotox	KLF5 inhibitor	GSK3beta inhib	GSK3 alpha inh
COc1ccc(C(=O)NCC(C)(C)CNC(=O)c2ccc(OC)c(OC)c2)cc1OC	i	-5.8	30.7	8.0	nt	14.6	nt	nt	0.3	0.8
CCOC(=O)Cc1c[nH]c2ccccc12	i	-4.6	-5.8	5.8	-1.4	41.4	6.6	-3.6	-1.8	0.7
Cc1ccc(S(=O)(=O)NCCN2CCOCC2)cc1	i	-1.6	-11.5	26.3	1.6	7.4	-1.8	-42.2	1.3	-1.3
c1ccc2c(c1)NCC1CCCN21 (stereo unspecified)	i	-6.5	3.0	10.1	9.3	22.9	2.8	-8.0	0.9	1.4
O=C(NCc1ccco1)c1ccc(Cn2c(=S)[nH]c3ccccc3c2=O)cc1	i	-3.9	-0.6	9.7	2.9	45.7	-0.5	-23.9	1.4	-0.5
CCOc1ccccc1CN1CCNC(=O)C1CC(=O)N(C)C1CCOCC1 (stereo unspecified)	i	-2.7	4.6	-2.2	-0.8	18.3	-0.6	3.0	4.4	-1.3
O=C(O)C1CC1C(=O)Nc1nc2c(Cl)cccc2s1 (stereo unspecified)	i	-4.6	-2.1	16.0	2.2	19.9	1.0	12.2	-0.7	4.0
NS(=O)(=O)c1ccc(NC2(C(=O)O)CCCC2)cc1	i	2.0	5.3	5.8	-0.3	14.5	0.6	-9.9	4.1	-0.7
COc1ccc(/C=N/NC(=S)Nc2cccc(C(=O)O)c2)cc1	i	-27.8	30.0	-30.4	10.4	11.4	-3.1	-29.2	2.5	2.1
Cc1cc(C(C)(C)C)oc1C(=O)N1CCN(C(=O)c2oc(C(C)(C)C)cc2C)CC1	i	-4.4	-11.9	-7.7	-1.4	23.6	-3.9	-30.8	-1.9	nt
O/N=C/c1cc(Cl)ccc1OCc1ccccc1Cl	i	-0.4	12.7	4.8	0.5	12.4	6.1	-19.6	-2.9	-1.1
O=C(Nc1ccccc1)Oc1ccc[nH]c1=O	i	-5.7	-23.5	2.7	11.1	10.3	2.0	-23.8	-3.3	1.7
COc1ccc(N2Cc3ccccc3C2=NC(=O)c2cccc([N+](=O)[O-])c2)cc1	i	13.3	-52.0	11.5	-1.9	14.6	2.3	-57.3	0.7	3.4
CCOc1ncccc1C(=O)N1CCN(Cc2ccc3c(c2)OCO3)CC1	i	-2.8	1.6	-6.4	3.2	14.4	-2.2	-47.4	2.8	-1.5
O=S(=O)(Nc1ccc(Br)cn1)c1ccc2ccccc2c1	i	3.4	4.3	20.0	-2.8	nt	8.9	4.3	nt	-1.1
CCOCCCNC(=O)c1oc2ccc3c(c2c1C)C(O)CC(C)(C)O3 (stereo unspecified)	i	-3.5	5.8	-7.8	1.5	18.1	0.8	-7.6	1.8	-0.9
Cc1ccc(S(=O)(=O)CCC(=O)OCC(=O)c2c[nH]c3ccccc23)cc1	i	-26.1	-0.2	-43.9	-1.5	9.6	4.2	-45.4	-3.4	-2.8
COC(=O)N/N=C/c1cccc([N+](=O)[O-])c1	i	-1.4	-16.4	0.2	-3.0	32.1	4.6	-29.4	4.8	-2.2
Cc1cc(OCC(=O)N(C)Cc2ccccc2)ccc1Cl	i	23.0	-55.6	30.9	-1.9	17.0	-1.5	-62.1	0.1	1.5
CCOc1ccc(-n2nc3ccc(N)cc3n2)cc1	i	3.0	73.2*	23.9	1.9	0.4	2.5	-74.2	-3.9	-1.0
Cc1ccc(N2CC(C(=O)NCc3ccccn3)CC2=O)cc1 (stereo unspecified)	i	3.9	-9.9	-0.2	3.5	14.1	-2.8	-17.7	1.9	-3.8
CC1(C)Cc2c(C#N)c(N3CCCC3)nc(-c3ccco3)c2CO1	i	57.1	8.4	110.6*	-2.8	15.0	-4.0	-4.7	3.1	-3.3
O=C(CSc1ccccc1F)NCCCN1CCCC1=O	i	-2.4	-5.2	-5.5	nt	-7.5	nt	nt	-2.6	-1.4
CCOC(=O)C1=C(C)N=c2s/c(=C/c3cccc(OCC(=O)O)c3)c(=O)n2C1c1ccc(F)cc1 (stereo unspecified)	i	14.4	-30.0	-9.3	1.1	-5.2	-10.3	-42.5	1.3	-6.0
COc1ccc2[nH]cc(CCNC(=O)Cc3ccc(Br)cc3)c2c1	i	3.3	8.3	7.5	1.2	6.0	-0.9	-26.2	-5.3	-1.6
The list goes on:
SMILES	PolyA inh	HSF1 inhib	aSyn UTR inh	HSF-1 act	HSP90 refold inh	AI-2 QS modul	IEC-6 cytotox	KLF5 inhibitor	GSK3beta inhib	GSK3 alpha inh
O=C(CSc1nnc(COc2ccc(Cl)cc2)o1)OC1CCCCC1	i	-5.0	26.8	-1.0	1.8	-11.1	5.1	-20.0	-0.6	-1.3
O=C(NNC(=O)c1ccccc1Br)c1ccncc1	i	3.3	-10.1	6.1	0.1	3.9	6.9	-23.9	0.3	0.4
C=CCn1c(SCCOC)nc2c1c(=O)[nH]c(=O)n2C	i	-3.3	7.4	-6.3	-0.3	27.1	-5.4	-9.3	4.0	0.9
COC(=O)CN1C(=S)N(C)C(=O)C1CC(=O)Nc1ccccc1 (stereo unspecified)	i	-6.9	7.3	15.6	-6.0	5.5	-8.5	2.6	4.1	1.5
CCOc1ccc(-c2n[nH]c(C)c2Oc2ccc(OC)cc2)c(O)c1	i	20.4	-11.1	8.0	-3.3	20.0	4.1	-23.8	-5.8	-0.2
C=CCNC(=O)C(=O)c1cccn1-c1ccsc1C(=O)OC	i	-7.0	-8.0	1.4	1.8	4.8	-1.5	-5.5	1.1	-1.8

Not all compounds are listed (hit frequency here may not be typical).
